MLL CXXC-DNA inh = MLL CXXC-DNA interaction inhibition. Q03164. MLL-CXXC / FITC-HOXA9 DNA fluorescence polarization. Potency, µM (titrated, usually from 115 µM), for the others: at the highest dose activity change, negative = inhibition, actives largely listed as inhibitors. 290,000 compounds, 0.037% hits. AID 2662; active = well fitted inhibition curve with a large enough effect in the polarisation, with a control signal flat, not every such curve was filed as active; inconclusive = small, poorly fitted or top-dose-only effect, or effect the other way, or a change in a side signal; inactive = no such curve, though single readings can be large or run the other way; the % refers to the polarisation; also: potency is read from the fitted curve at half-maximal effect
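Fluorescence polarization: 7 uM MLL-CXXC (stock) preincubated 5 min with compounds, then 50 nM fluorescein-HOX-A9 DNA (stock) added; 30 min ambient. Buffer 50 mM Tris-HCl pH 7.5, 50 mM NaCl, 1 mM DTT, 0.05% BSA.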
Giardia kill = Giardia lamblia killing. Giardia lamblia trophozoite viability. 340,000 compounds, 0.15% hits. activity change, % at 7.66 µM, hits read low; in the data active = activity change below about -80%; inconclusive = between about -30% and that limit;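 also: parasites exposed to compound for two days anaerobically before the ATP read; % is scaled to controls: 0 for no effect and ±100 for the full control effect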
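Each well holds 100 Giardia trophozoites and compound. After two days (48 hrs) at 37 deg C in anaerobic conditions, ATP is quantified by luminescence.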
GALK inh = blocks human galactokinase activity | P51570 | Purified GALK, Kinase-Glo residual ATP luminescence | Potency, µM (top dose mostly 57.5 µM), for the others: top-dose activity change, negative = inhibition, actives largely listed as inhibitors | 270,000 compounds, 0.007% hits | AID 1868; also: potency is read from the fitted curve at half-maximal effect; % is scaled to controls: 0 for no effect and ±100 for the full control effect
Target sequence (P51570 whole entry, looked up): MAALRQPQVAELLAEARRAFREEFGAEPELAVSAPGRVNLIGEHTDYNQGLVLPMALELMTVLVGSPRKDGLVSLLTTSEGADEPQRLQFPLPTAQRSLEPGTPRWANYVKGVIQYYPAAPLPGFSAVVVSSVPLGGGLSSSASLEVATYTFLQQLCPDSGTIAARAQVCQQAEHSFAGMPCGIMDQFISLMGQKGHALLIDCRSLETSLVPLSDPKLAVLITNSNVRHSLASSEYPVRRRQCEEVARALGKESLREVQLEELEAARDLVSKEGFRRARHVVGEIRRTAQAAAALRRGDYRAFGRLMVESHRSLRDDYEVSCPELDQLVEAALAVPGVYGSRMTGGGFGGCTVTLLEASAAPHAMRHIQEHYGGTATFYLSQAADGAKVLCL
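Kinase-Glo Plus luminescence measured ATP left after a 1 h room-temperature reaction. The reaction used 5 nM GALK, 100 uM galactose and 35 uM ATP at pH 8.0 (20 mM HEPES, 5 mM MgCl2, 60 mM NaCl, 1 mM DTT, 0.01% BSA).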
A-T KAP1 phos = potential ataxia-telangiectasia treatments restoring KAP-1 phosphorylation. […] A-T fibroblasts, KAP-1 phosphorylation AlphaLISA; neocarzinostatin DNA damage 30 min before lysis. 320,000 compounds, 0.19% hits. Potency, µM (highest dose often 57.5 µM), inactives show at the top dose activation, actives largely listed as activators; also: potency is read from the fitted curve at half-maximal effect; % of control where 0% means no effect; nearly all actives have a fitted effect of over 45% in size
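ATM-like activity read as KAP-1 phosphorylation via AlphaLISA donor/acceptor antibody pairs after lysis and 6 hr at 25C. Cells were ATM-null patient fibroblasts ([…], hTERT), dosed 60 min, then exposed to the DSB inducer NCS for 30 min.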
Tb PFK inh = blocks T. brucei phosphofructokinase; O15648; 330,000 compounds, 0.17% hits; T. brucei PFK, ADP-Glo luminescence; Potency, µM (series often up to 57.5 µM), for inactives: at the top dose activity, negative = inhibition, actives largely listed as inhibitors;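 also: potency is read from the fitted curve at half-maximal effect; 0% = uninhibited 1x PFK enzyme wells and -100% = no-enzyme wells; nearly all actives have a fitted effect of over 60% in size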
Target sequence (O15648 whole entry, looked up): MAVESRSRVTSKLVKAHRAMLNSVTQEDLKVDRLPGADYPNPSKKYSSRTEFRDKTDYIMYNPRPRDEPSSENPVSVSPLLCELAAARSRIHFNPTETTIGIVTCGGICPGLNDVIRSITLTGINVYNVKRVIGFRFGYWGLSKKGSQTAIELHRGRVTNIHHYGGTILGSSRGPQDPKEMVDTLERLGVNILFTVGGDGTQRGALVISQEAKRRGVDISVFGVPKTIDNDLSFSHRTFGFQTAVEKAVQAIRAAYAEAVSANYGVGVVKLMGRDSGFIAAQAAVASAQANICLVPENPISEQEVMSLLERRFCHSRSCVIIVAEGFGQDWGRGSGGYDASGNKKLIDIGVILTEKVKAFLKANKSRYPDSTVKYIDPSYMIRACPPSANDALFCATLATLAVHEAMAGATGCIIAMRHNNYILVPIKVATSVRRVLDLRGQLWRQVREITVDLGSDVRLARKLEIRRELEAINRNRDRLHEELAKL
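Activity is normalized to no-enzyme wells (full inhibition) and 1.25 nM enzyme wells (no inhibition). Reaction: 0.5 mM F6P, 0.1 mM ATP, 45 min RT, ADP-Glo luminescence; concentration-response curves fitted and classed by quality.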
BCR signal inh = inhibitors of chronic active B-cell receptor signaling | 340,000 compounds, 0.05% hits | AID 493014 | Potency, µM (doses to about 46.1 µM), for inactives: top-dose ratio change, negative = lower green/red ratio, hits mostly inhibitors | ABC-DLBCL IkBa-CBG/CBR reporter, luminescence ratio, 4 h; active = well fitted inhibition curve with a large enough effect in the signal ratio, with a control signal flat, not every such curve was filed as active; inconclusive = small, poorly fitted or top-dose-only effect, or effect the other way, or a change in a side signal; the % refers to the signal ratio;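 also: potency is read from the fitted curve at half-maximal effect; plate controls were basal doxycycline-induced cells for no effect and cells given 10 µM MG132 for full effect; MG132 reads +100%, hits lower the ratio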
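Concentration-response series (up to 46 uM) were applied to TMD8 dual-reporter cells for 4 h at 37C with doxycycline. Green/red ratio, after filter-overlap correction, defined %Activity; red signal alone was normalised to basal cells and zero luminescence.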
hERG WT inh = inhibitors of human wildtype KCNH2 potassium channel | Q12809 | U2OS, BacMam KCNH2, thallium flux FluxOr; hits give low values | activity change, % at 1.84 µM | 340,000 compounds, 0.37% hits | AID 720551;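 active = maximum activity change below -70%; inconclusive = maximum activity change between -70% and -50%; inactive = maximum activity change above -50%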; also: % is scaled to controls: 0 for no effect and ±100 for the full control effect
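U2OS cells were transduced with wild-type KCNH2 virus (2.03 x 10^8 / mL) for 4 h at room temperature, then cultured overnight at 37 C. Thallium flux was read with FluxOr dye. Rate constants were normalized to DMSO controls.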
TCR activator = activators of T cell receptors; 330,000 tested, under 10 active; Potency, µM (highest dose often 9.22 µM), without a hit: top-dose activation of IL-2 secretion, hits mostly activators; primary human leukocytes, anti-CD3, IL-2 HTRF, 48 h; AID 504894; also: % of control where 0% means no effect
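Compounds are tested in HTS on primary human leukocytes co-incubated with a-CD3 beads for 48 hr. IL-2 output is measured by time-resolved FRET.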
FBPA coupling cs = inhibits coupling enzyme system, counter-screen for aldolase hits; 290,000 compounds, 0.67% hits; AID 2472; activity change, negative = inhibition, % at 58.2 µM, hits read low; coupling enzyme system counterscreen, AmpLite Red fluorescence; in the data active = activity change below about -30%; also: % is scaled to controls: 0 for no effect and ±100 for the full control effect
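Fluorescence at 525 nm excitation and 598 nm emission measured inhibition of the coupled detection system without aldolase. Compounds (at 57.5 uM final) were preincubated 10 min at room temperature with coupling enzyme reagent before a 20 min substrate/AmpLite Red step.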
TSHR antagonist = antagonists of human thyroid stimulating hormone receptor; P16473; TSHR-expressing cells, TSH-stimulated cAMP HTRF, 2 h; hits give low values; activity change, negative = inhibition, % at 11.5 µM; 330,000 compounds, 0.2% hits; AID 504810;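 active = activity change below a set negative limit, meaning inhibition stronger than a set level, cut at about -70% in these data; inconclusive = activity change between two set negative limits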; also: % is scaled to controls: 0 for no effect and ±100 for the full control effect
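TSHR-expressing cells, 200/well, pre-treated with compound, then stimulated with EC80 TSH (4nM final) for 2 hours at 37 deg C. cAMP measured by competitive HTRF: anti-cAMP cryptate antibody in lysis buffer plus cAMP-d2, read after 30 minutes at room temperature.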
Active calls of the source: *; ? = inconclusive; · = no result given; & = joins results of further samples; [ ] = remark or other dose. Unless noted, calls follow the shape of the dose curve; as a rule, active = well fitted curve in the direction sought with a large enough effect; inconclusive = small, poorly fitted or top-dose-only effect, or another doubt; inactive = no such curve, though single readings can be large; an effect the other way counts as inactive or inconclusive. The order is random; any-hit rate near 1.6%.

SMILES | MLL CXXC-DNA inh | Giardia kill | GALK inh | A-T KAP1 phos | Tb PFK inh | BCR signal inh | hERG WT inh | TCR activator | FBPA coupling cs | TSHR antagonist
O=C(NCc1ccco1)C1CCN(S(=O)(=O)c2cccc3cccnc23)CC1 | -4% | 3 | 3% | 5% | 0% | 5% | -1 | -6% | 1 | 4
O=C(COC(=O)/C=C/c1cccc(Cl)c1)NC1CCCC1 | · | 3 | · | -6% | -2% | 2% | 6 | 0% | · | 9
CC(C)(C)OC(=O)N1CCOCCOCCNCCOCCOCC1 | 1% | -23 | 1% | · | -2% | 0% | -6 | -8%[46.1 µM] | 5 | 17
C/C(=N\OCC(=O)Nc1nc2ccccc2s1)c1ccccc1 | 13% | -7 | -1% | 12% | -2% | 7% | 3 | 3%[46.1 µM] | -6 | -4
CC(C)(C)n1cnc2cc(NC(=O)c3ccccc3)ccc21 | 2% | -22 | -3% | -10% | 3% | ? | -9 | · | 0 | 1
Cc1ccc(-n2c(COc3ccccc3)n[nH]c2=S)cc1 | 8% | -30 | -1% | -4% | 12% | ? | -17 | -2% | 5 | -10
O=C(CCNS(=O)(=O)c1ccc(F)c(F)c1)NCCN1CCOCC1 | · | 2 | · | -1% | 2% | -6% | 3 | · | · | ·
CN(C)C(/C=C/Nc1ccc(Br)cc1)=C(C#N)C#N | -1% | -8 | 9% | -4% | -3% | 11% | 6 | -3% | 0 | -6
CC(C)(C)[C@H]1COC(=O)CCCC/C=C\C[C@H](CC(=O)N(CCO)Cc2ccccc2)C(=O)N1 | · | 9 | · | -11% | -7% | -2% | 8 | -4% | · | 10
CC(On1nnc2ccc(S(=O)(=O)N3CCOCC3)cc21)C(=O)Nc1ccccc1F (configuration not stated) | · | -19 | · | 2% | 3% | 2% | 6 | 1% | · | -2
O=C(NC(NCc1ccccc1)C(Cl)(Cl)Cl)c1cccnc1 (configuration not stated) | 1% | 0 | -4% | -6% | 0% | -7% | 5 | 1% | 1 | -5
O=C(COC(=O)c1cccc(S(=O)(=O)N2CCCCCC2)c1)Nc1ccccc1 | · | -8 | · | 8% | -7% | -7% | -1 | -2% | · | 1
CCOC(=O)C1CCN(S(=O)(=O)c2cc3c4c(c2)C(C)C(=O)N4CCC3)CC1 (configuration not stated) | 3% | -18 | 0% | -2% | 2% | -6%&-3% | -9 | 4% | · | -4
COc1ccc(Oc2nc(-c3ccccc3)ncc2C(=O)O)cc1 | 7% | 6 | 9% | 2% | -4% | 0% | 0 | -3% | 12 | -8
CS(=O)(=O)N(CC(=O)Nc1cccc(F)c1)Cc1ccccc1 | -6% | -6 | 1% | 3% | -3% | 7% | -5 | · | 6 | 2
Cc1cc(C)n(Cc2ccccc2Cl)n1 | 2% | 8 | 2% | 5% | -7% | -7% | 2 | -3% | -1 | 2
COCCn1c(SC(C)C(=O)Nc2ccc3c(c2)OCCO3)nc2ccccc2c1=O (configuration not stated) | 9% | -13 | -1% | 1% | 1% | ? | 1 | 1% | 1 | -9
O=C(Nc1ccc2ccccc2c1)NC1CCS(=O)(=O)C1 (configuration not stated) | -9% | -6 | 4% | 2%[11.5 µM] | 0% | 3% | 6 | -6% | -2 | -8
CN(Cc1cccs1)C(=O)CSc1nnnn1C | 19% | -8 | 0% | 1% | 1% | 10% | 0 | 1% | 5 | 9
Clc1ccc(CN2CCC(Cc3ccccc3)CC2)cc1 | -1% | -1 | 0% | 2% | -3% | ? | -1 | -7%[46.1 µM] | 1 | 13
COc1ccc(C(=O)Nc2ccc(NC(=O)c3ccccc3F)cn2)cc1 | 4% | -5 | 4% | -2% | -5% | 6% | 1 | 0% | -1 | -4
Cc1onc(-c2c(Cl)cccc2Cl)c1C(=O)O/N=C(\C#N)c1c(Cl)cccc1Cl | -6% | 2 | 0% | 5% | -4% | -6% | 5 | 5% | 5 | 8
CCN(CC)c1ccc(NC(=O)c2ccccc2)cc1S(=O)(=O)Nc1ccccc1OC | -2% | 14 | 2% | -5% | -21% | 2% | 3 | 7%[46.1 µM] | -7 | 5
COc1ccc(OCc2nnc(SCC(=O)Nc3nnc(C4CC4)s3)n2C)cc1 | -1% | -17 | 2% | -1% | 1% | -8% | 3 | -2% | -1 | -2
CCC(=O)N1CCc2cc(Br)cc(S(=O)(=O)N3CCCC(C(=O)O)C3)c21 (configuration not stated) | -2% | 8 | 4% | -3% | -2% | 1% | 14 | 2% | · | -8
Cc1c(C(=O)c2ccc(Cl)c(Cl)c2)cnc2cc3c(cc12)OCO3 | -7% | -21 | -3% | 7% | -8% | -10% | -2 | -6%[46.1 µM] | -1 | -16
COc1cc(C(=O)NCCC(=O)NCc2c(F)cc(F)cc2F)cc(OC)c1OC | 9% | 3 | -1% | -7% | 0% | 2% | -1 | 7% | · | 0
Cc1c(O)c(=O)c2ccccc2n1C | -5% | -11 | · | -20% | 1% | 0% | 4 | -4% | -1&-1 | 7
CCC(C)(C)n1nnnc1C(c1ccc2ncccc2c1)N1CCN(c2ccc(O)cc2)CC1 (configuration not stated) | 9% | -24 | 1% | 14% | -29% | -9% | 0 | 3% | -6 | -8
CCOC(=O)CN1C(=O)C(=O)c2cc(C)ccc21 | -5% | 2 | 1% | -7% | -3% | -6% | -1 | 3% | · | -15

A few values from the list:
MLL CXXC-DNA inh, `CCC(=O)N1CCc2cc(Br)cc(S(=O)(=O)N3CCCC(C(=O)O)C3)c21` (configuration not stated) : -2%
TSHR antagonist, `Clc1ccc(CN2CCC(Cc3ccccc3)CC2)cc1` : 13

Quoted at random: 5 compounds from above, in no set order.
SMILES | MLL CXXC-DNA inh | Giardia kill | GALK inh | A-T KAP1 phos | Tb PFK inh | BCR signal inh | hERG WT inh | TCR activator | FBPA coupling cs | TSHR antagonist
CCC(=O)N1CCc2cc(Br)cc(S(=O)(=O)N3CCCC(C(=O)O)C3)c21 (configuration not stated) | -2% | 8 | 4% | -3% | -2% | 1% | 14 | 2% | · | -8
Cc1onc(-c2c(Cl)cccc2Cl)c1C(=O)O/N=C(\C#N)c1c(Cl)cccc1Cl | -6% | 2 | 0% | 5% | -4% | -6% | 5 | 5% | 5 | 8
COc1ccc(OCc2nnc(SCC(=O)Nc3nnc(C4CC4)s3)n2C)cc1 | -1% | -17 | 2% | -1% | 1% | -8% | 3 | -2% | -1 | -2
Cc1cc(C)n(Cc2ccccc2Cl)n1 | 2% | 8 | 2% | 5% | -7% | -7% | 2 | -3% | -1 | 2
CCN(CC)c1ccc(NC(=O)c2ccccc2)cc1S(=O)(=O)Nc1ccccc1OC | -2% | 14 | 2% | -5% | -21% | 2% | 3 | 7%[46.1 µM] | -7 | 5

Next section.
SMILES | MLL CXXC-DNA inh | Giardia kill | GALK inh | A-T KAP1 phos | Tb PFK inh | BCR signal inh | hERG WT inh | TCR activator | FBPA coupling cs | TSHR antagonist
CCN(CC)C(=O)Cn1cnc2sc(C(=O)N3CCN(c4ccc(F)cc4)CC3)c(C)c2c1=O | 8% | 8 | -1% | 0% | -2% | 8% | 20 | · | 3 | -8
CNS(=O)(=O)c1cc(C(=O)OCC(=O)NC2CCCc3ccccc32)ccc1Cl (configuration not stated) | -1% | -8 | 1% | 4% | 1% | 0% | -8 | 1%[46.1 µM] | 1 | -16
CCOC(=O)Cn1c(=N)n(CCOc2ccc(Br)cc2)c2ccccc21 | 2% | -16 | -3% | 1% | -5% | -13% | 32 | 3% | -1 | 10
Cc1nnc(N(Cc2ccco2)C(=O)c2ccno2)s1 | 6% | -22 | 0% | 6% | -5% | 0% | -2 | -2% | -2 | -4
Cc1oc2c(c(C)cc3oc(=O)c(CC(=O)NCC(=O)NCC(=O)O)c(C)c32)c1C | 55%[activator] | · | · | 5.6µM* | ? | ? | · | · | -13 | -24
Clc1ccc(-c2cn3cccnc3n2)cc1 | 2% | -2 | -2% | 1% | 5% | ? | 5 | -22% | 0 | -6
COc1cc(C(=O)Oc2cc(N)n(S(=O)(=O)c3ccc(F)cc3)n2)cc(OC)c1OC | 51%[activator] | -8 | 3% | 7% | 3% | ? | 1 | 7% | 1 | 5
Cc1cc(C)c(C(=O)COc2cccnc2[N+](=O)[O-])cc1C | 2% | -12 | 0% | -4% | ? | ? | -9 | -1% | -17 | 1
Cc1ccc(NC(=O)c2noc3c2CCC3)cc1C | 7% | 9 | 1% | 10% | -16% | ? | -23 | 0% | 0 | -15
Cn1c(CC(=O)Nc2ccccc2F)nnc1SCC(=O)NC1CCCC1 | 20% | -6 | 5% | -4% | -1% | -1% | 13 | 1% | 1 | 0
